High-throughput results from PubChem.
D2 antag: antagonizes the human D2 dopamine receptor; HEK293 TREx D2 cells, calcium flux, dopamine EC80; inhibition, % at 10 µM; 340,000 compounds, 2% hits; in the data active means inhibition above about 30%; further: 0% is about no effect
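HEK293 T-REx D2 cells, tet-induced, calcium dye no-wash. Cpd pintool add, 180 s kinetic, then EC80 DA, 180 s kinetic. Ca flux read.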
ERG Ets-DNA blk: inhibitors of human ERG Ets domain-DNA interaction; Potency, µM (highest dose often 76.9 µM), inactives show at the highest dose FP activity, negative = inhibition, actives largely listed as inhibitors; AID 624246; 370,000 compounds, 0.028% hits; fluorescence polarization, His-ERG Ets domain / labelled DNA; P11308; active means well fitted inhibition curve with a large enough effect in the polarisation, with a control signal flat; inconclusive means small, poorly fitted or top-dose-only effect, or effect the other way, or a change in a side signal; inactive means no such curve, though single readings can be large or run the other way; the % refers to the polarisation;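 further: polarization taken with two DNA probes labelled with fluorescein and Texas red; potency means the concentration at half of the fitted maximal effect; % of control where 0% means no effect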
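His-tagged ERG Ets domain (1 uM in the protein solution; 300mM KCl, 50mM Tris-HCl, 1mM EDTA, 1mM DTT, pH 7.5) received compound, then a probe mix of 5 nM fluorescein-DNA and 100nM Texas-615-DNA. Fluorescence polarization was read for both dyes.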
GRP78 ERSR act: inducers of ER stress response in human glioma cells. 420,000 compounds, 0.02% hits. U87-MG GRP78 promoter luciferase reporter, 16 h. Potency, µM, without a hit: at the top dose activation, most hits filed as activators; further: potency means the concentration at half of the fitted maximal effect; series mostly up to about 76 µM; % of control where 0% means no effect; nearly all actives have a fitted effect of over 35% in size
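ERSR induction read as luciferase luminescence (Bright-Glo, 10 min at room temperature) in stably transfected human U87-MG glioma cells exposed to compounds for 16 h, using GRP78 as sensor.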
ALOX12 inh: inhibitors of human 12S-lipoxygenase ALOX12. 580,000 compounds, 1.1% hits. AID 1671190. purified 12hLO, xylenol orange hydroperoxide absorbance. P18054. Potency, µM (highest dose often 108 µM), without a hit: top-dose activity change, negative = inhibition, usual class: inhibitors; further: potency means the concentration at half of the fitted maximal effect; on the % scale 0 is the no-effect control and ±100 the full control effect
Target sequence (P18054 whole entry, looked up): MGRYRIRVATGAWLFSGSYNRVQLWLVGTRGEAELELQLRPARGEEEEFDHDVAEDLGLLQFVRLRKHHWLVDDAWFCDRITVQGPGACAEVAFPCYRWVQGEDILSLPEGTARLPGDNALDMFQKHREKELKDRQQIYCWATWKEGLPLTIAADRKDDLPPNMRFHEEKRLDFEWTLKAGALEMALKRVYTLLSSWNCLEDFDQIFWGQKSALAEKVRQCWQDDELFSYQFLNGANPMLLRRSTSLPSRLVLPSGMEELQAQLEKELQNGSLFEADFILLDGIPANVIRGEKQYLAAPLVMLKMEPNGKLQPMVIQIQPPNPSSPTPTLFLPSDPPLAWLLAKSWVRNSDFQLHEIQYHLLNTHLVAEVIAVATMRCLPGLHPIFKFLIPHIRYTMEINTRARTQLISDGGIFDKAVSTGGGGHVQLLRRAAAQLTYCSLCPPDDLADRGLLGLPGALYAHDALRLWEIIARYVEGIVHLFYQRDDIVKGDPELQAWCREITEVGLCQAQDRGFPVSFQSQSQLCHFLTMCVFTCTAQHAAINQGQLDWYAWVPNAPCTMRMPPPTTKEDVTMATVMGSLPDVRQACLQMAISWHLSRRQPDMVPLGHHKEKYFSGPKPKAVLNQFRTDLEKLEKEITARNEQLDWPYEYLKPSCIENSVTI
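Purified human 12hLO (150 nM final) in 25 mM Hepes, 0.01% Triton X-100, pH 7.0 was preincubated 15 min at room temperature with compound. Then 40 uM arachidonic acid was added, 30 min. Hydroperoxide was read by Fe-XO absorbance ratio 573/405 nm.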
Vif-A3G inh: Vif-A3G binding inhibition | Q9HC16 | HeLa A3G-eYFP + Vif (tagged APOBEC3G with the HIV-1 protein that degrades it), YFP fluorescence, overnight | Potency, µM (doses to about 46.1 µM), without a hit: at the top dose activity, negative = active, hits mostly inhibitors | 410,000 compounds, 0.076% hits | AID 602310;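 further: potency means the concentration at half of the fitted maximal effect; on the % scale 0 is the no-effect control and ±100 the full control effect; nearly all actives have a fitted effect of over 60% in size; hits raise eYFP signal because A3G escapes Vif-driven loss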
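HeLa cells stably expressing Vif and C-terminally eYFP-tagged A3G, seeded overnight at 37 deg C, then exposed to compound by pintool overnight at 37 deg C. Rise in yellow fluorescence (Ex 488/Em 500-530, Acumen) marks blocked Vif-driven A3G degradation.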
RGS4 inh: blocks human RGS4-accelerated GTP hydrolysis; P49798; Transcreener GDP fluorescence polarization, RGS4-accelerated GTP hydrolysis; Potency, µM (top dose mostly 114 µM), for the others: at the top dose activity change, negative = inhibition, usual class: inhibitors; 390,000 compounds, 0.039% hits; AID 504845; further: potency means the concentration at half of the fitted maximal effect; on the % scale 0 is the no-effect control and ±100 the full control effect; nearly all actives have a fitted effect of over 75% in size; some results filed as inactive show a strong effect at the top dose
Target sequence (P49798 whole entry, looked up): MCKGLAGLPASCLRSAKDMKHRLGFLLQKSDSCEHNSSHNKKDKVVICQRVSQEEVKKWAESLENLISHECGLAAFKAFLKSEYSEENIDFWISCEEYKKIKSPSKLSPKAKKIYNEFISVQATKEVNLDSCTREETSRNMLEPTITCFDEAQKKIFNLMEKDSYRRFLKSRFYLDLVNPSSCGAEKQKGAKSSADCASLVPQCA
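MLSMR compounds (23 nl, pin-transferred) preincubated 10 min at room temperature with a 500nM (2x) first reagent, then RGS4 at 900nM (2x) plus Transcreener GDP mix added; fluorescence polarization (620/688 nm) read before and after 90 min at 30 °C.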
LDHA block: inhibitors of human lactate dehydrogenase A; P00338; purified LDHA, NADH/diaphorase-resazurin fluorescence; active compounds read low; activity change, % (values are at about 110 or 230 µM); 480,000 compounds, 0.15% hits; in the data active means activity change below about -30%; inconclusive means mostly about -25% to -30%;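 further: plate controls were DMSO wells for no effect and wells without enzyme for full effect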
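Remaining NADH was detected by diaphorase (0.133 mg/mL) converting 37 µM resazurin to fluorescent resorufin, read at 0 and 20 minutes. The preceding 5-minute room-temperature reaction used 2 nM LDHA, 0.2 mM sodium pyruvate and 0.06 mM NADH at pH 7.4.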
D2 ag: D2 dopamine receptor (human) agonism | P14416 | HEK293 T-REx D2 cells, calcium flux agonist mode | activation, % at 2 µM | 340,000 compounds, 0.53% hits | AID 485358;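 active means activation over 3 SD above normal in the single-dose calcium agonist read, cut at about 30% in these data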; further: 0% is about no effect
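HEK293 Trex D2 cells, tetracycline-induced, o/n 30 C 5% CO2; no-wash Ca dye, RT 30–90 min; 10-cycle baseline, 23 nl cpd added, kinetic Ca read 180 s; agonist hits = positive Ca response.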
Vif-A3F inh: Vif-A3F binding inhibition; HeLa A3F-eYFP + Vif (tagged APOBEC3F with the HIV-1 protein that degrades it), YFP fluorescence increase; Potency, µM (titrated, usually from 46.1 µM), for inactives: top-dose activity, negative = active; 390,000 compounds, 0.2% hits; further: potency means the concentration at half of the fitted maximal effect; % of control where 0% means no effect; nearly all actives have a fitted effect of over 65% in size
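HeLa cells stably expressing A3F-eYFP plus Vif, plated and incubated overnight at 37 deg C, then exposed to compounds overnight at 37 deg C. Blocked degradation read as raised yellow fluorescence (Ex 488/Em 500-530).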
Active calls of the source: *; ? = inconclusive; nt = not tested or not shown; & = joins results of further samples; [ ] = another dose, or the depositor's remark. Unless noted, the call rests on the fitted dose curve; in most records, active means well fitted curve in the direction sought with a large enough effect; inconclusive means small, poorly fitted or top-dose-only effect, or another doubt; inactive means no such curve, though single readings can be large; an effect the other way counts as inactive or inconclusive. Not all compounds are listed; rates above refer to the full screens.

SMILES	D2 antag	ERG Ets-DNA blk	GRP78 ERSR act	ALOX12 inh	Vif-A3G inh	RGS4 inh	LDHA block	D2 ag	Vif-A3F inh
CC(C)(C)OC(=O)CNC(=O)c1nc[nH]c1C(=O)N1CCN(c2ccccc2)CC1	-3	3%	-6%	2%	6%	-2%	-1	0.7	5%
COCC(C)n1c(C)cc(C(=O)CSc2ccc(NC(C)=O)cc2)c1C (stereo not given)	13	-2%	-11%	?	-1%	-45%	6	-0.2	6%
CSc1nnc(-c2cc(Br)ccc2N=Cc2c(C)[nH]n(-c3ccccc3)c2=O)c(=O)[nH]1	3	-12%	-5%	?	-1%	2%	-7	0.8	-24%
CCCCCCC(=O)Oc1cccc(N2C(=O)C3CCCCC3C2=O)c1 (stereo not given)	-26	-3%	-2%	-7%	1%	9%[56.9 µM]	-17	-4.0	-2%
Cc1cc(C)nc(NC(=O)/C=C/c2ccccc2Cl)c1	-6	nt	4%	?	-15%	-13%	4	-1.5	4%
CCN(Cc1ccccc1)C(=O)c1ccc(Cl)cc1[N+](=O)[O-]	-15	-2%	-2%	-5%	1%	-14%	-1	-0.6	12%
O=C(NCc1ccco1)c1nn2c(C(F)(F)F)cc(-c3cccs3)nc2c1Br	-19	-4%	-6%	317%[activator]	?	-14%	-12	1.2	?
N#CCC(=O)N/N=C/c1ccc(Cl)cc1	5	0%	2%	nt	-6%	-20%	1	1.8	-25%
Cc1nc(-c2cccnc2)sc1C(=O)Nc1cccc(C(F)(F)F)c1	2	-1%	-1%	-3%	-1%	-36%	0	1.2	8%
Cc1ccc(C2C(C#N)=C(N)N(c3cccnc3)C3=C2C(=O)CCC3)c(C)c1 (stereo not given)	14	6%	0%	1%	-5%	15%	6	2.1	6%
Cc1cccc(NC(=O)C2C3C=CC(C4CC34)C2C(=O)O)c1 (stereo not given)	nt	15%	-2%	3%	0%	21%	-11	nt	1%
COc1ccccc1CNC(=O)C1CCC(=O)N(CCCN2CCCC2=O)C1 (stereo not given)	8	12%	-2%	-19%	0%	0%	-3	-0.5	1%
COCC(=O)Nc1ccc(Nc2ccccc2)cc1	nt	-1%	-5%	0%	1%	-21%	-1	nt	5%
CCOC(=O)C1=CCN(S(=O)(=O)c2ccc(C)cc2)C1c1cccc(Cl)c1 (stereo not given)	nt	nt	-1%	-9%	0%	nt	-5	nt	nt
CCCC(c1nnnn1Cc1ccco1)N1CCN(c2ccccc2)CC1 (stereo not given)	6	6%	-8%	-5%	-1%	-1%	-11	9.1	-14%
CCCNC(=O)COC(=O)c1cccnc1Nc1ccccc1F	17	-4%	-2%	-15%	-3%	-6%	-4	-1.6	6%
Cc1cccc(-n2c3nc(=O)n(C)c(=O)c-3cc3c(C)nn(-c4ccccc4)c32)c1C	nt	0%	-2%	?	2%	-18%	1	0.6	-5%
COc1ccc(Cl)cc1CNCCSc1nnnn1C	nt	-2%	-3%	-14%	1%	5%	-5	-0.6	3%
CCn1c(SCC(=O)N/N=C/c2cc(OC)c(O)c(OC)c2)nc2ccccc21	-6	6%	-2%	5%	-8%	-22%	2	-1.5	5%
CCCNc1c(NS(=O)(=O)c2ccc(Br)cc2)c(=O)oc2ccccc12	18	1%	-4%	?	6%	-18%	-6&-5	-0.3	-7%
COCC(=O)NC1CCN(C(=O)Nc2ccc(Br)cc2)CC1	13	-5%	0%	0%	1%	41%	-13	0.2	-16%
CCOC(=O)c1cc(C)n(-c2ccccc2)c1C	-18	8%	8%	?	0%	7%	-15	-0.6	6%
O=C(NC(Cc1c[nH]c2ccccc12)C(=O)O)/C(=C/c1ccc(F)cc1)NC(=O)c1ccccc1 (stereo not given)	15	10%	-3%	?	0%	-2%	0	0.7	-17%
Nc1nc(NCC2CCCO2)nc(Nc2ccc(Cl)cc2)c1[N+](=O)[O-] (stereo not given)	12	3%	-1%	4%	1%	1%	-17	4.3	-11%
CC(C)C(=O)Nc1nnc(SCC(=O)N2C(C)CCCC2C)s1 (stereo not given)	1	-4%	2%	-14%	-9%	10%	-9	0.9	-29%

In another format: entries from further up
> Cc1ccc(C2C(C#N)=C(N)N(c3cccnc3)C3=C2C(=O)CCC3)c(C)c1 (stereo not given)
  D2 antag: 14
  ERG Ets-DNA blk: 6%
  GRP78 ERSR act: 0%
  ALOX12 inh: 1%
  Vif-A3G inh: -5%
  RGS4 inh: 15%
  LDHA block: 6
  D2 ag: 2.1
  Vif-A3F inh: 6%
> CCOC(=O)C1=CCN(S(=O)(=O)c2ccc(C)cc2)C1c1cccc(Cl)c1 (stereo not given)
  D2 antag: nt
  ERG Ets-DNA blk: nt
  GRP78 ERSR act: -1%
  ALOX12 inh: -9%
  Vif-A3G inh: 0%
  RGS4 inh: nt
  LDHA block: -5
  D2 ag: nt
  Vif-A3F inh: nt

(continued)
SMILES	D2 antag	ERG Ets-DNA blk	GRP78 ERSR act	ALOX12 inh	Vif-A3G inh	RGS4 inh	LDHA block	D2 ag	Vif-A3F inh
Cn1cnnc1SCC(=O)Nc1cccc(S(=O)(=O)N2CCOCC2)c1	0	-5%	-3%	20%	-1%	-2%	-3	-0.1	7%
O=[N+]([O-])c1cccnc1Sc1ccc(Br)cc1	nt	9%[15.4 µM]	-4%	-25%	-5%	-14%	-1	nt	-19%
COc1ccc(CCC(=O)OCC(=O)N2CCN(S(=O)(=O)c3ccc(C)cc3C)CC2)cc1	16	-2%	-4%	-18%	0%	-23%	0	0.1	-8%
Cc1cccc(S(=O)(=O)c2cn(C)c3cc(N4CCN(c5ccc(F)cc5)CC4)c(F)cc3c2=O)c1	nt	-3%	-2%	-13%	6%	4%	-7	2.3	1%
COc1ccccc1NC(=O)CN1CCCCCC1	-10	12%	-1%	-8%	-2%	-4%	-18	-0.8	9%
CC(C)(C)NC(=S)N1CCC(C(=O)c2ccc(Cl)cc2)CC1	10	6%	-3%	8%	0%	15%	-3	2.5	9%
CC(=O)NC1C(Oc2ccc3c(C)cc(=O)oc3c2)OC(COC(C)=O)C(OC(C)=O)C1OC(C)=O (stereo not given)	-6	-4%	1%	-1%	0%	7%	0	1.0	5%
CCOc1ccccc1NC(=O)Cc1csc(COc2cccc(C)c2)n1	nt	0%	nt	-22%	nt	8%	-3	-1.9	nt
OC(COc1cccc2ccccc12)CN1CCOCC1 (stereo not given)	nt	-5%	-3%	-8%	0%	8%	-11	nt	-5%
Cc1cc(=O)n2c3c(c4c(cc13)c(CN(C)C)cc(=O)n4C)OC2	nt	nt	?	18%	1%	-20%	36	nt	-9%
Cc1ccc(NC(=O)Nc2cccnc2)cc1	-7	9%	1%	-7%	-5%	1%	-4	0.8	11%
O=C1c2ccccc2C(=O)N1CCCc1c[nH]c2ccc(Cl)cc12	12	-25%	2%	-1%	0%	-14%	-4	0.4	-2%
CCC(O)C1CCN(Cc2cn(-c3ccc(OC)cc3)nc2-c2cccc(F)c2)CC1 (stereo not given)	-7	9%	2%	?	5%	3%	-2	2.5	-1%
CC(CNC(=O)Cn1ccc(N)nc1=O)c1ccccc1 (stereo not given)	14	7%	-3%	14%	1%	-3%	2	0.3	3%
O=C(CN1CCCCC1)N1CCN(S(=O)(=O)c2ccccc2)C1	5	-6%	-3%	0%	0%	26%	-10	0.1	1%
CC1Cc2ccccc2N1Cc1cc(=O)c(OCC(=O)NCCc2ccccc2)co1 (stereo not given)	17	-3%	-5%	?	1%	8%	-1	-0.7	0%
CC(=O)N1CCN(S(=O)(=O)c2cccc(C(=O)Nc3ccc(F)c(F)c3)c2)CC1	18	-20%	-6%	-12%	2%	21%	2	-0.1	5%
C/C(=N\NS(C)(=O)=O)c1ccc(C)cc1	3	3%	-7%	?	1%	1%	-4	0.1	1%
CCN(CC)C(=O)c1[nH]cnc1C(=O)Nc1cccc(Cl)c1	21	-7%	8%	12%	0%	-10%	-3	-0.8	-1%
CN(c1ccccc1)S(=O)(=O)c1cccc(C(=O)NC2CCCCC2)c1	0	19%	-6%	-13%	1%	-3%	-4	0.1	2%
Cc1cc(C)n(-c2c(F)c(F)c(CO)c(F)c2F)n1	-9	nt	-1%	5%	1%	-9%	-7	0.7	1%
CCOC(=O)Cc1csc(NC(=O)CSc2nccn2C)n1	-9	0%	0%	-1%	5%	-9%	1	-0.8	0%
Cc1c(C(=O)Nc2ccc(F)cc2)sc2ncn(CC(=O)N3CCCCC3)c(=O)c12	-11	-1%	2%	1%	-2%	-13%	-5	1.5	0%
Cc1ccccc1NC(=O)CSc1nc2ccc(NC(=O)c3ccco3)cc2s1	nt	0%	-1%	-20%	-6%	4%	-10	-0.8	5%
CCOC(=O)COc1ccc([N+](=O)[O-])cc1	5	4%	-2%	3%	1%	-11%	-4	-1.3	8%
O=S(=O)(c1ccc(NC(=S)Nc2ccccc2)cc1)N1CCOCC1	-11	-6%	-5%	-24%	-2%	-20%	-2	1.5	1%
Cc1[nH]nc(N=CC2=C(O)CC(c3ccco3)CC2=O)c1-c1ccc(Cl)cc1 (stereo not given)	1	3%	-3%	-23%	1%	-25%	1	0.5	0%
Cc1nnc(SCC(=O)Nc2ccc(S(N)(=O)=O)cc2)n(N)c1=O	nt	-8%	-2%	8%	-5%	9%	-39*	nt	-8%
